PI5P4Ka inh: qHTS for Inhibitors of phosphatidylinositol 5-phosphate 4-kinase (PI5P4K) | AID 652105, 2013 | PI5P4Kalpha enzyme, ADP-Glo luminescence, 60 min; stronger effect = lower value | 330,000 compounds, 1.2% hits | Phosphatidylinositol 5-phosphate 4-kinase type-2 alpha (Homo sapiens), P48426 | max response, %; active = max response of -50% or lower; inconclusive = between -30% and -50%; inactive = -30% or higher; also: value at the top dose of about 77 µM; % is scaled to controls: 0 for no effect and ±100 for the full control effect
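Compounds were pin-transferred onto PI5P4Kalpha and substrate in HEPES pH 7.4 buffer with EGTA, CHAPS and 5% DMSO. ATP (5 microM final) started the reaction, which ran 60 minutes at room temperature before ADP-Glo detection.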
EPAC1 agonist: qHTS for Agonist of cAMP-regulated guanine nucleotide exchange factor 3 (EPAC1): primary screen; Potency, µM (doses to about 154 µM), inactives show top-dose activation, hits mostly activators; 360,000 compounds, 0.073% hits; EPAC1 agonist qHTS, biochemical assay; response scale: 100% = response to 6.5 mM cAMP; also: potency is read from the fitted curve at half-maximal effect; nearly all actives have a fitted effect of over 60% in size
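EPAC1 100 nM, Rap1B–BODIPY-GDP 250 nM, unlabeled GDP 50 uM; compound titration; 5 min RT; kinetic read ex480/em540 at 5-min intervals ×30 min; data normalized to 6.5 mM cAMP agonist control.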
EPAC2 antagonist: qHTS for Antagonist of cAMP-regulated guanine nucleotide exchange factor 2 (EPAC2): primary screen; EPAC2 GEF exchange of Rap1B-BODIPY-GDP, fluorescence; Potency, µM (top dose mostly 114 µM), inactives show at the top dose activity, negative = inhibition, hits mostly inhibitors; 360,000 compounds, 0.18% hits; also: potency is read from the fitted curve at half-maximal effect; % is scaled to controls: 0 for no effect and ±100 for the full control effect; nearly all actives have a fitted effect of over 45% in size; many of its hits are not listed in these tables
CCT chaperon mod: High-Throughput Screening for Modulators of Cytosolic Chaperonin Activity; 360,000 compounds, 0.3% hits; purified chaperonin ATPase assay, HTRF ADP detection, 30 min; AID 651819, 2012; activity change, % (no concentration beside the values), hits read low; in the data active = activity change below about -30%; also: % is scaled to controls: 0 for no effect and ±100 for the full control effect
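We incubate TRiC, 40 or 20 nM final, with library compounds at 76 uM and 10 uM ATP for 30 min at 37 °C. ADP formed is detected with Transcreener HTRF reagents after 30 min at room temperature.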
PLK1 PBD block: qHTS for Inhibitors of PLK1-PDB (polo-like kinase 1 - polo-box domain): Primary Screen; Plk1 PBD binding of FITC phosphopeptide, fluorescence polarization; Potency, µM, without a hit: max response, negative = inhibition, usual class: inhibitors; 360,000 compounds, 2.8% hits; also: potency is read from the fitted curve at half-maximal effect; series mostly up to about 57 µM; % is scaled to controls: 0 for no effect and ±100 for the full control effect; nearly all actives have a fitted effect of over 65% in size
WRN helicase inh: qHTS for Inhibitors of WRN Helicase. Bifunctional 3'-5' exonuclease/ATP-dependent helicase WRN (Homo sapiens), Q14191. WRN helicase unwinding, fluorescent forked duplex, kinetic. Potency, µM (doses to about 114 µM), for the others: at the highest dose activity change, negative = inhibition, usual class: inhibitors. 360,000 compounds, 0.46% hits; also: potency is read from the fitted curve at half-maximal effect; % is scaled to controls: 0 for no effect and ±100 for the full control effect; nearly all actives have a fitted effect of over 55% in size
Target sequence (Q14191 whole entry, looked up): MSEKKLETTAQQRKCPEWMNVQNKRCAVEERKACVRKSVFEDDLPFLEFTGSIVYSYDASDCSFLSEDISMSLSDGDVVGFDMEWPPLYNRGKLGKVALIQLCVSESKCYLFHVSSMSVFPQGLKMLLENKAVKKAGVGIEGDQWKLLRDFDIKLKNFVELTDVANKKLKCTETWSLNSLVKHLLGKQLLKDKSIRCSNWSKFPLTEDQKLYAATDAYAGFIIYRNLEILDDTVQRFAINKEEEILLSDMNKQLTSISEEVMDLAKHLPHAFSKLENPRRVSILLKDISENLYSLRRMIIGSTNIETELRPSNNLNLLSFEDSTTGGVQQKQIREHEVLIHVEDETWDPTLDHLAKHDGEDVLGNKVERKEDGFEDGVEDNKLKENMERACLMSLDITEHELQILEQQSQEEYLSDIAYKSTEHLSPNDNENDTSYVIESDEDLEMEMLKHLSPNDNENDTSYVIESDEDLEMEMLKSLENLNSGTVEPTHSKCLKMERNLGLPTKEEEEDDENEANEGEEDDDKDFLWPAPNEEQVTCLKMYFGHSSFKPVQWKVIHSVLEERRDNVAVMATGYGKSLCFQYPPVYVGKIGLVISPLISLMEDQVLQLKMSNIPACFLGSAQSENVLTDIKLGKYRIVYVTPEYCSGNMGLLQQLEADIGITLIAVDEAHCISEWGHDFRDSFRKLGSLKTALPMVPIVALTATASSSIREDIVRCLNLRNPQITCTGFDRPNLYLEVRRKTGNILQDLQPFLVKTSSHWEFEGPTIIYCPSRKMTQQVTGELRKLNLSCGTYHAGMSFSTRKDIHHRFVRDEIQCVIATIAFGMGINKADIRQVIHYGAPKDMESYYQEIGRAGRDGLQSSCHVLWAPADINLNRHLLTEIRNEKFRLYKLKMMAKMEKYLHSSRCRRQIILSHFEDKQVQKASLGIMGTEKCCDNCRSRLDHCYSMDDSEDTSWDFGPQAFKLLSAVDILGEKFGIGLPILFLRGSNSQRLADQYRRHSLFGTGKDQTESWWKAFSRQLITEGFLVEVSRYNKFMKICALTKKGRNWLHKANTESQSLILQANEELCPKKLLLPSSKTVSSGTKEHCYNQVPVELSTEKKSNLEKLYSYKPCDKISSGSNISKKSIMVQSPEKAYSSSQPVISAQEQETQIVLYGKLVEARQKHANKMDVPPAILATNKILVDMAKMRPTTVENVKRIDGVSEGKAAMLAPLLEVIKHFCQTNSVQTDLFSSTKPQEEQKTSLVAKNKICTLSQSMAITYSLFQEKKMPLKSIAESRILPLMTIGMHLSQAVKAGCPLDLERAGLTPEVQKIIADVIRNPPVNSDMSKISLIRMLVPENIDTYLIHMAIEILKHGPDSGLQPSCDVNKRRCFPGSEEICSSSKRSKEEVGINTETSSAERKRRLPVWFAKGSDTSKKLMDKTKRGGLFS
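Fluorescence dequenching readout, ex 525 nm/em 598 nm, kinetic mode: forked duplex DNA (100 nM final) with adjacent fluorophore and quencher unwound by WRN (20 nM final) with 2 mM ATP. Compound preincubation 15 min, room temperature.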
EPAC1 antag: qHTS for Antagonist of cAMP-regulated guanine nucleotide exchange factor 3 (EPAC1): primary screen; AID 720709, 2013; 360,000 compounds, 0.14% hits; EPAC1 GEF assay, Rap1b-BODIPY-GDP exchange fluorescence; Potency, µM (highest dose often 115 µM), for inactives: top-dose activity change, negative = inhibition, actives largely listed as inhibitors;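 also: potency is read from the fitted curve at half-maximal effect; plate controls were vehicle for no effect and positive control for full effect; nearly all actives have a fitted effect of over 50% in size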
MmCpn inh: Inhibitors of TCP-1 ring complex (TRiC) of Methanococcus maripaludis (MmCpn): qHTS; 330,000 compounds, 0.031% hits; Potency, µM (doses to about 76.9 µM), for the others: at the top dose activity, negative = inhibition, actives largely listed as inhibitors; purified Mm-Cpn ATPase, ADP Transcreener TR-FRET; Chaperonin Mm-Cpn (Methanococcus maripaludis); AID 504842, 2011; also: potency is read from the fitted curve at half-maximal effect; % is scaled to controls: 0 for no effect and ±100 for the full control effect; nearly all actives have a fitted effect of over 80% in size
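ATPase read-out: TR-FRET ADP immunoassay (anti-ADP Eu cryptate vs ADP-d2), ex 320 nm, em 590/665 nm; signal drops as ADP forms. Enzyme 25 nM, ATP 10 uM, 30 min at 37°C after 10 min compound preincubation.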
An asterisk follows results filed as active; i = inactive; ? = inconclusive; nt = not tested or not shown; & = joins results of further samples; [ ] = another dose, or the depositor's remark. Unless noted, calls follow the shape of the dose curve; as a rule, active = well fitted curve in the direction sought with a large enough effect; inconclusive = small, poorly fitted or top-dose-only effect, or another doubt; inactive = no such curve, though single readings can be large; an effect the other way counts as inactive or inconclusive. Some of the compounds tested. The share of hits here may be higher or lower than overall.

Values run as follows: PI5P4Ka inh, EPAC1 agonist, EPAC2 antagonist, CCT chaperon mod, PLK1 PBD block, WRN helicase inh, EPAC1 antag, MmCpn inh
COc1ccc(NC(C)=O)cc1S(=O)(=O)Nc1ccc(C(=O)N2CCCC2)cc1
  -6, -1%, 10%, -0.8, -6%, 7%, -15%, 1%
CCc1ccc(C2CC(c3ccc(C)cc3)Nc3nc(N)nn32)cc1 (configuration not stated)
  -6, -35%[inhibitor], 0%, 1.5, -28%, 1%, ?, -1%
O=C1CC(N2CCOCC2)C(=O)N1c1cccc(Cl)c1 (configuration not stated)
  1, -7%, 13%, -0.6, -8%, -29%[57.1 µM], 31%[activator], 2%
CCOC(=O)C1=C(C)NC(C)=C(C(=O)OCC)C1C(=O)OCC(=O)N1CCCCC1CC (configuration not stated)
  -7&0, -2%&-11%, 1%, -1.4&-1.0, -6%&1%, 3%&4%, 1%&5%, 0%
O=C(CSc1nc2ccccc2n1CCc1ccccc1)c1ccc(O)c(O)c1
  -89*, 1%, -6%, -2.6, ?, 7.9µM*, ?, 1%
COc1ccc2cc(C(=O)N3CCC(Cc4ccccc4)CC3)[nH]c2c1
  -14, -1%, 7%, -2.1, -4%, 0%, -8%, ?
C[C@H](CO)N1C[C@H](C)[C@@H](CN(C)Cc2ccccc2)Oc2c(NC(=O)c3ccncc3)cccc2C1=O
  2, -1%, 1%, 0.5, -21%, -9%, -7%, 1%
c1ccc(-c2ccnc3nc(-n4cccc4)nn23)cc1
  nt, 6%, -3%, -3.4, -4%, -11%, 12%, ?
CC1(C(=O)Nc2nc3ccc(S(C)(=O)=O)cc3s2)CC1(Cl)Cl (configuration not stated)
  -2, 13%, -1%, 2.4, -13%, 9%, 14%, nt
CCC(C)C(NC(=O)OCc1ccccc1)C(=O)NC(Cc1ccc(O)cc1)C(=O)OC (configuration not stated)
  0, 1%, 11%, -2.1, ?, -5%, 15%, 3%
COc1cc(C2C(C#N)=C(N)N(c3cccnc3)C3=C2C(=O)CCC3)ccc1O (configuration not stated)
  nt, -2%, 17%, 3.5, -1%, -23%, -5%, 0%
CCc1ccccc1N(C(=O)CCC(=O)Nc1cc(C)on1)C(C(=O)NC1CCCC1)c1ccco1 (configuration not stated)
  0, 1%, 5%, 0.4, -16%, 1%, 1%, 0%
O=C(NCC(c1ccco1)N1CCN(c2ccccc2F)CC1)C(=O)NC1CCCCC1 (configuration not stated)
  3, 2%, -1%, -3.9, -6%, -30%, -9%, -2%
CSc1ccccc1C(=O)NCc1ccc(F)cc1
  -2, 4%, 5%, -3.8, -3%, 1%, -20%, 2%
O=C(NCSC1=NCCS1)c1ccccc1
  nt, -5%, 6%, -2.0, 2%, -2%, 2%, i
Cc1cnc(C(=O)Nc2ccccc2-c2ccc(C)o2)cn1
  9, -3%, -5%, -1.6, -7%, 1%[57.1 µM], -13%, -1%
Cc1onc(-c2ccccc2)c1C(=O)Nc1ccnn1C1CCCCC1
  1, -6%, -1%, -0.6, -3%, -10%, -2%, 1%
CCOP(=O)(OCC)c1nc(/C=C/c2ccccc2)oc1NCc1ccccc1
  -3, 7%, -7%, -0.1, -2%, -3%, 12%, -2%
O=C(CCc1nnc2ccc(NCc3ccco3)nn12)Nc1ccc(F)cc1
  ?, 1%, 7%, 0.0, -2%, -9%, 8%, 0%
CSCC(=O)Nc1cc(C)on1
  7, 1%, 1%, 1.7, -2%, -7%, -21%, -1%
CCN1CCSc2ccc(C(=O)NCc3cc(Br)ccc3OC)cc21
  3, 18%, 12%, -5.3, -14%, -2%, 5%, -15%
COc1ccc(CCNC(=O)c2cc(-c3ccncc3)nc3ccc(S(=O)(=O)N4CCOCC4)cc23)cc1OC
  5, 18%, 0%, -0.8, -16%, 7%, 2%, 0%
O=S(=O)(Nc1cccc(-c2ccc(N3CCCCCC3)nn2)c1)c1ccc(F)cc1
  -16, 7%, 7%, -0.3, -10%, -10%, -9%, -5%
Cc1cc(C)nc(-n2nc(C)cc2NC(=O)c2ccc(S(=O)(=O)N3CCOCC3)cc2)n1
  2, -6%, -9%, 2.0, 8%, -3%, -15%, -3%
CN(C)S(=O)(=O)c1ccc(N2CCCC2)c(C(=O)Nc2nc3c(ccc4ccccc43)s2)c1
  6, 6%, -13%, -2.3, -14%, -28%, ?, ?
N#Cc1c(C(F)(F)F)cc(=O)[nH]c1SCC(=O)O
  ?, 7%, 6%, -1.5, -6%, -2%, -14%, -4%
c1ccc(-n2ncc3c(N4CCN(c5ccccn5)CC4)nc(N4CCCCCC4)nc32)cc1
  nt, -5%, 7%, 0.3, 0%, -2%, 4%, -1%
Cc1cccc(-n2nnnc2SCc2csc(-c3ccccc3)n2)c1
  2, 13%, -1%, -2.0, ?, -7%, -13%, -12%
O=S(=O)(NC1CC1)c1ccc(S(=O)(=O)N2CCN3CCCC3C2)cc1 (configuration not stated)
  nt, 10%, -6%, -7.6, -1%, -8%, 4%, -1%
O=C(OCC(=O)N1CCN(C(=O)c2ccco2)CC1)c1cc(-c2ccc(F)cc2)nc2ccccc12
  nt, 15%, -8%, -3.6, -8%, -10%, -6%, -3%

Next section:
Values run as follows: PI5P4Ka inh, EPAC1 agonist, EPAC2 antagonist, CCT chaperon mod, PLK1 PBD block, WRN helicase inh, EPAC1 antag, MmCpn inh
CN1/C(=C/C(=O)COC(=O)CN2C(=O)C3CC=CCC3C2=O)C(C)(C)c2ccccc21 (configuration not stated)
  -1, 9%, -3%, -4.5, -4%, 0%, -9%, nt
CCOC(=O)C1=C(C)Nc2sc(C(=O)c3ccc(Br)cc3)c(N)c2C1c1ccc(C(=O)OC)cc1 (configuration not stated)
  nt, 1%, 6%, 1.7, 3%, -10%, 0%, -12%
CCN1C[C@@H]2[C@@H]3C(=O)N(Cc4ccccc4)C(=O)[C@@H]3[C@](Cc3ccccc3)(C(=O)OC)N2C1=NC
  -2, -16%, 0%, -1.4, -8%, 5%, 6%, -6%
Cc1cc(=O)oc2cc(NC(=O)c3ccnn3C)ccc12
  1, -9%, 17%, -0.5, -4%, 4%, -5%, -8%
CN(C)C(/C=C/Nc1ccc(F)cc1F)=C(C#N)C#N
  nt, -2%, 3%, -1.4, -1%, -8%, 4%, 1%
COc1ccc(/C=N/NC(=O)c2ccc(N)cc2)cc1Cn1cc([N+](=O)[O-])cn1
  -1, 8%, -12%, 1.8, -1%, -16%, 0%, -6%
CSc1nc2ccc3nc(NC(=O)c4ccc(C)cc4)sc3c2s1
  4, -5%, -9%, -7.1, -2%, -8%, -3%, -3%
CCOc1ccc2[nH]cc(S(=O)(=O)c3ccc(Cl)cc3)c(=O)c2c1
  -8, 3%, 0%, -0.7, -10%, -11%, -17%, -4%
Cc1nc(SCC(=O)N2CCCCC2)c2c(C)c(C)sc2n1
  1, 10%, -6%, -0.7, -7%, 3%[57.1 µM], -11%, 1%
Cn1c(=O)c2c(nc(N3CCCCC3)n2CCCNC2=NCCCC2)n(C)c1=O
  -5, -5%, 15%, -3.7, -4%, -14%, -1%, -1%
Cc1sc(NC(=O)C2CSC3(C)CCC(=O)N23)nc1-c1ccc(F)cc1 (configuration not stated)
  3, -5%, -10%, -1.2, -16%, -34%, -21%, 2%
C[C@@H]([C@@H](O)c1ccccc1)N(C)C(=O)C(N)Cc1ccccc1 (some centres not stated)
  -2, -6%, 12%, -0.2, -5%, 0%, -1%, -2%
Cc1ccccc1NC(=O)Nc1nnc([C@@H]2C[C@H](O)[C@@H](CO)O2)s1
  -5, -6%, -3%, -1.4, -4%, 4%[57.1 µM], -8%, nt
O=C(CNC(=O)c1n[nH]c2ccccc12)Nc1cc(Cl)ccc1Cl
  5, 16%, -12%, -0.2, -26%, -5%, -11%, -4%
CCOC(=O)C1(Cc2ccc(OC)cc2)CCN(C(=O)CN2CCCCC2=O)CC1
  -7, 5%, -4%, -4.0, -14%, -5%, -14%, 1%
CCN(CC)c1ccc(CNC(=O)C/C(C)=N/NC(=O)COc2ccc(C)cc2Br)cc1
  3, 6%, -21%, -0.6, -21%, 6%, -14%, 3%
O=C(/C=C/c1ccco1)Nc1ccc(-c2nc3ccccc3[nH]2)cc1
  0, -11%, -22%, -3.6, -2%, -16%, ?, -8%
CNC(=O)c1[nH]cnc1C(=O)Nc1cccc(C)c1
  -1, 11%, -7%, -2.1, 1%, -3%, 12%, 0%
Brc1ccc(OCc2nnc(SCC3CCCCC3)o2)cc1
  2, 8%, -15%, -3.4, -3%, ?, 3%, 0%
CC(C)(C)c1ccc(C(=O)NCC(=O)OCC(=O)c2ccc3c(c2)-c2ccccc2C3)cc1
  -6, -4%, -2%, -0.2, -8%, 3%, -16%, -28%
CCCNC(=S)N1CCC(NC(=O)c2cccc(C)c2)CC1
  4, -1%, -23%, -4.3, -11%, ?, -8%, 1%
CCOC(=O)C1CCN(C(=O)c2cc(S(=O)(=O)N3CCOCC3)c(Cl)cc2Cl)CC1
  0, 3%, 9%, 1.9, -5%, 5%, 5%, 0%
CCn1c(SCC(=O)N(C)CC(=O)Nc2cccc(OC)c2)nnc1-c1ccco1
  -2, -3%, -8%, 0.7, -7%, 2%, -11%, -1%
COc1ccc(NS(=O)(=O)c2cc(OC)ccc2NC(=O)c2cc(C)oc2C)cc1
  -2, 10%, -4%, -1.0, -13%, -15%, -15%, 1%
Cc1cc(C)n(-c2ccc(Cl)c(Cl)c2)n1
  4, -2%, -5%, -7.1, -10%, -3%, -13%, -1%
CC(=O)N1CCN(CC(=O)Nc2c(Cl)cc(Cl)cc2Cl)CC1
  nt, -2%, 3%, -3.5, -4%, 3%, 7%, 0%
CC(C)(C)C1CCC(=NOC(=O)c2ccc(F)cc2)CC1 (configuration not stated)
  4, 6%, -20%, -2.9, -19%, -34%, -23%, 1%
Cc1ccc(N(CCCCN2C(=O)c3ccccc3C2=O)C(=O)c2cccs2)cc1
  -6, 7%, -7%, 1.9, -3%, -5%, -2%, 2%

Compound activity: PubChem, National Center for Advancing Translational Sciences (NCATS)
